From PubChem BioAssay
TcdB inh – TcdB glycohydrolase inhibitors, primary screen, biochemical, single point, plate reader | 350,000 tested, 0.24% active | Toxin B (Clostridioides difficile), P18177 | inhibition, % at 9.99 µM | TcdB glycohydrolase enzymatic assay; in the data active means inhibition above about 10%
Target sequence (P18177 whole entry, looked up): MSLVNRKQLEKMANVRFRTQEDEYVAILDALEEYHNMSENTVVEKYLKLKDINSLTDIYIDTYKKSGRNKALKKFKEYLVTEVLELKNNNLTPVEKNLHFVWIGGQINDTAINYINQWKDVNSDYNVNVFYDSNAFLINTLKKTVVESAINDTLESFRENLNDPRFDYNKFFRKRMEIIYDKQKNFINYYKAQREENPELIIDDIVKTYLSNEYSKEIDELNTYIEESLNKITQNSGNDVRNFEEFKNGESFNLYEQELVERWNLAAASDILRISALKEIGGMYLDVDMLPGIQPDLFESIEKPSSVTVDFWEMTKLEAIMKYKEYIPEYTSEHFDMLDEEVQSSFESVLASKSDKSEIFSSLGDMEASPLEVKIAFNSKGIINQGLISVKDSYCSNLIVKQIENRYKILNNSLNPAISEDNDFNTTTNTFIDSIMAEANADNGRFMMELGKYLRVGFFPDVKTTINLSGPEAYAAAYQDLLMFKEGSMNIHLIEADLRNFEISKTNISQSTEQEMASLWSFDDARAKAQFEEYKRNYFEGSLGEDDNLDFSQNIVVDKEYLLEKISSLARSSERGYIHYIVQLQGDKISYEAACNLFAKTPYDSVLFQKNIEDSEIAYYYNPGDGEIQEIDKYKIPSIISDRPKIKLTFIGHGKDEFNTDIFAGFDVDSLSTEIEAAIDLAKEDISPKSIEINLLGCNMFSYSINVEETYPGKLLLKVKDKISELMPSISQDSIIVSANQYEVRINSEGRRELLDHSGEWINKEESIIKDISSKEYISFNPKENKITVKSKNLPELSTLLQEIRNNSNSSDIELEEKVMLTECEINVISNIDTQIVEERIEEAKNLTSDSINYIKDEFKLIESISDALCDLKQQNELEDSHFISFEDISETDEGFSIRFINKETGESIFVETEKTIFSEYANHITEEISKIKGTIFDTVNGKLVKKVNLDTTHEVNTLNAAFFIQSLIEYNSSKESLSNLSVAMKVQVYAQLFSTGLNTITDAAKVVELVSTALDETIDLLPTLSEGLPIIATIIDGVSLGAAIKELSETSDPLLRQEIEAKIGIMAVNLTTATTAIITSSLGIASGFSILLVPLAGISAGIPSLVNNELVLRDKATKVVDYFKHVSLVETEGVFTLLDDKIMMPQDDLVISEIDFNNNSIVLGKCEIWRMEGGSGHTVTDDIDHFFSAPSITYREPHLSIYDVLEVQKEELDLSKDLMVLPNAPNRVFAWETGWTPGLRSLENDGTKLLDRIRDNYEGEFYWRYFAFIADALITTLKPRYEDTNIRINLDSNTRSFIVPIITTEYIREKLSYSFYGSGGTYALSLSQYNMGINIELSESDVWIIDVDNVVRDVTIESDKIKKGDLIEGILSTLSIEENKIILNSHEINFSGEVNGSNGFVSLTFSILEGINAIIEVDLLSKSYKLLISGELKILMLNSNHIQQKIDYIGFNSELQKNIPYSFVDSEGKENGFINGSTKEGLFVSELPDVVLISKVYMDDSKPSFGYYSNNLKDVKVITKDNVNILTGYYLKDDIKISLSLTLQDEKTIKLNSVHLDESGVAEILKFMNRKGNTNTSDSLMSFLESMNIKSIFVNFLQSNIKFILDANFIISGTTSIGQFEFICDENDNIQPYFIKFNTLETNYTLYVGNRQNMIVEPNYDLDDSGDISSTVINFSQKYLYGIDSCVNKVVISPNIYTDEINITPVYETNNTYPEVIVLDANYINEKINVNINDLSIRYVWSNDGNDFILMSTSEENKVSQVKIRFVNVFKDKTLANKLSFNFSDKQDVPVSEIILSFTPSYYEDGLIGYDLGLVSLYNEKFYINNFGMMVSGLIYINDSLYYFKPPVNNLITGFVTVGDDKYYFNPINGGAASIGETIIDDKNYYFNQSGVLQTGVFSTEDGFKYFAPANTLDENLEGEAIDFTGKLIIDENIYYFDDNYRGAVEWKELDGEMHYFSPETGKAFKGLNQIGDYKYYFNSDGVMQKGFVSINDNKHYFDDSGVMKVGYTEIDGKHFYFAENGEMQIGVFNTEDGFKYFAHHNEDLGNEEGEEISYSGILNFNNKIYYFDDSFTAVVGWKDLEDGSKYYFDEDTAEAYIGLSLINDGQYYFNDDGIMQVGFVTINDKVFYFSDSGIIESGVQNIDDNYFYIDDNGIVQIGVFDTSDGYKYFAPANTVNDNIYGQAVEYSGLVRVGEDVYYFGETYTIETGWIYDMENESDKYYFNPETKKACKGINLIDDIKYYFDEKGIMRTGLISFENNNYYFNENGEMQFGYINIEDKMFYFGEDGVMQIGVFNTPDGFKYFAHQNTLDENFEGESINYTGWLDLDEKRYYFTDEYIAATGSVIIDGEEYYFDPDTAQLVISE
* = called active by the depositor; & = joins results of further samples. This is a subset; rates above refer to the full screens.

SMILES	TcdB inh
COc1ccc(S(=O)(=O)N(C)C[C@H]2Oc3c(NS(=O)(=O)c4cn(C)cn4)cccc3C(=O)N([C@H](C)CO)C[C@H]2C)cc1	-1.0
O=C(CCN1CCCCC1)N[C@H]1CC[C@H](CCn2cc(-c3ccc(F)cc3)nn2)O[C@@H]1CO	2.4
Cc1noc(C)c1S(=O)(=O)Nc1cccc2c1O[C@@H](CN(C)Cc1ccc(Oc3ccccc3)cc1)[C@@H](C)CN([C@@H](C)CO)C2=O	0.6
COc1ccc(CN(C)C[C@H]2Oc3c(NC(=O)C4CCCCC4)cccc3C(=O)N([C@H](C)CO)C[C@H]2C)cc1	1.6
Cc1noc(C)c1NC(=O)Nc1ccc2c(c1)C(=O)N([C@H](C)CO)C[C@H](C)[C@H](CN(C)Cc1ccc(C(F)(F)F)cc1)O2	-0.6
COCC(=O)N1CC(=O)N2[C@H](CO)[C@H](c3ccc(C#CCc4ccccc4)cc3)[C@H]2C1	-1.4
COCC(=O)N(C)C[C@H]1Oc2cc(-c3ccc(C)cc3)ccc2S(=O)(=O)N([C@@H](C)CO)C[C@@H]1C	1.5
CC(=O)N(C)C[C@@H]1Oc2cc(/C=C/c3ccccc3)ccc2S(=O)(=O)N([C@H](C)CO)C[C@@H]1C	13*
C[C@H]1CN([C@@H](C)CO)C(=O)c2cc(NS(=O)(=O)c3ccc(F)cc3)ccc2O[C@H]1CN(C)Cc1ccc(C(=O)O)cc1	-1.7
O=C(Cc1ccccn1)N1CC(=O)N2[C@@H](CO)[C@H](c3ccc(C#CCC4CCCC4)cc3)[C@@H]2C1	1.2
COc1ccc(NC(=O)Nc2ccc3c(c2)[C@@H]2C[C@H](CC(=O)NC4CCCC4)O[C@@H](CO)[C@@H]2O3)cc1	0.4
C[C@@H]1CCCCO[C@@H](CN(C)Cc2ccc3c(c2)OCO3)[C@H](C)CN([C@@H](C)CO)C(=O)c2cc(NC(=O)NC3CCCCC3)ccc2O1	0.8
COCC#Cc1ccc([C@@H]2[C@@H](CO)N3CCCCN(Cc4cncnc4)C[C@@H]23)cc1	-0.3
O=C(C[C@H]1CC[C@@H]2[C@H](COC[C@H](O)CN2Cc2ccccc2F)O1)NCc1ccccc1F	-0.1
C[C@H]1CN([C@@H](C)CO)C(=O)Cc2cc(NC(=O)Nc3cccc4ccccc34)ccc2O[C@H]1CN(C)S(=O)(=O)c1ccccc1	0.0
C/C=C/c1ccc([C@@H]2[C@H](CO)N(Cc3ccccn3)[C@H]2CNC(C)=O)cc1	0.0
C[C@@H]1CN([C@@H](C)CO)S(=O)(=O)c2ccc(-c3cccc(C(=O)N(C)C)c3)cc2O[C@@H]1CN(C)C(=O)Nc1ccccc1	0.3
Cc1noc(C)c1NC(=O)Nc1ccc2c(c1)CC(=O)N([C@@H](C)CO)C[C@H](C)[C@H](CN(C)Cc1ccncc1)O2	0.8
C[C@H]1CN([C@@H](C)CO)C(=O)c2cc(NC(=O)Nc3ccccc3)ccc2O[C@@H]1CN(C)Cc1ccncc1	-1.4
C[C@H]1CN([C@@H](C)CO)S(=O)(=O)c2ccc(C#CC3(O)CCCC3)cc2O[C@H]1CN(C)C(=O)c1ccncc1	1.4
CO[C@H]1CN(C)C(=O)c2cc(NC(=O)c3cc(C)on3)ccc2OC[C@@H](C)N(C(C)=O)C[C@H]1C	-0.2
O=C(Nc1ccc(F)cc1)N1CCCCN2[C@H](C1)[C@@H](c1ccc(-c3ccncc3)cc1)[C@@H]2CO	-1.6
O=C1C[C@@](C(=O)NCCN2CCOCC2)(c2ccc([N+](=O)[O-])cc2)[C@@H](c2ccc(CO)cc2)N1CC12CC3CC(CC(C3)C1)C2	1.0
CN1c2ccc(Br)cc2[C@H]2[C@H](CCN2C(=O)Cc2ccccc2)[C@H]1CO	1.0
COc1ccc(CN(C)C[C@@H]2Oc3ccc(NC(=O)CCN4CCOCC4)cc3C(=O)N([C@H](C)CO)C[C@@H]2C)cc1	0.5

A different layout for some results above.
smiles,TcdB inh
Cc1noc(C)c1NC(=O)Nc1ccc2c(c1)C(=O)N([C@H](C)CO)C[C@H](C)[C@H](CN(C)Cc1ccc(C(F)(F)F)cc1)O2,-0.6
C[C@H]1CN([C@@H](C)CO)C(=O)c2cc(NC(=O)Nc3ccccc3)ccc2O[C@@H]1CN(C)Cc1ccncc1,-1.4
C[C@@H]1CN([C@@H](C)CO)S(=O)(=O)c2ccc(-c3cccc(C(=O)N(C)C)c3)cc2O[C@@H]1CN(C)C(=O)Nc1ccccc1,0.3
Cc1noc(C)c1S(=O)(=O)Nc1cccc2c1O[C@@H](CN(C)Cc1ccc(Oc3ccccc3)cc1)[C@@H](C)CN([C@@H](C)CO)C2=O,0.6
C[C@H]1CN([C@@H](C)CO)C(=O)c2cc(NS(=O)(=O)c3ccc(F)cc3)ccc2O[C@H]1CN(C)Cc1ccc(C(=O)O)cc1,-1.7

Next part
SMILES	TcdB inh
COc1ccccc1-c1ccc2c(c1)O[C@@H](CN(C)C(=O)Nc1cccc(F)c1)[C@@H](C)CN([C@@H](C)CO)S2(=O)=O	0.0
C[C@H]1CN([C@@H](C)CO)C(=O)CCCn2nncc2CO[C@H]1CN(C)C(=O)Nc1ccccc1C(F)(F)F	-0.9
COCC#Cc1ccc([C@@H]2[C@H]3CN(S(=O)(=O)c4ccccc4F)CCCCN3[C@H]2CO)cc1	0.0
O=C(N[C@H]1CC[C@@H](CCn2cc(-c3ccccn3)nn2)O[C@H]1CO)c1ccc(F)cc1	1.0
C[C@@H]1CN([C@@H](C)CO)C(=O)Cc2cc(N(C)C)ccc2O[C@H]1CN(C)S(=O)(=O)c1ccccc1	-2.7
COCC(=O)N(C)C[C@H]1Oc2ncc(-c3ccccc3OC)cc2C(=O)N([C@@H](C)CO)C[C@@H]1C	0.4
COCC(=O)N(C)C[C@@H]1Oc2cc(-c3ccncc3)ccc2S(=O)(=O)N([C@@H](C)CO)C[C@@H]1C	-0.9
C[C@@H]1CN([C@@H](C)CO)C(=O)Cc2cc(NS(=O)(=O)c3ccc(Cl)cc3)ccc2O[C@@H]1CN(C)Cc1ccc(C(=O)O)cc1	-0.2
COC(=O)C[C@H]1CC[C@@H]2[C@H](COc3ccc(NC(=O)Nc4cccc(Cl)c4)cc3C(=O)N2C)O1	3.0
CO[C@H]1CN(C)C(=O)c2cc(NS(=O)(=O)c3ccccc3F)ccc2OC[C@H](C)NC[C@@H]1C	0.5
O=C(C[C@@H]1CC[C@@H]2[C@H](COC[C@H](O)CN2Cc2ccc3c(c2)OCO3)O1)Nc1ccc(-c2ccccc2)cc1	-0.7
C[C@H](CO)N1C[C@H](C)[C@@H](CN(C)C(=O)OCc2ccccc2)OCc2cnnn2CCCC1=O	-0.5
COc1ccc(CN(C)C[C@H]2Oc3ccc(NS(=O)(=O)c4ccc(F)cc4)cc3CC(=O)N([C@@H](C)CO)C[C@H]2C)cc1	0.1
C[C@@H]1CCCCO[C@@H](CN(C)Cc2ccc(C(F)(F)F)cc2)[C@H](C)CN([C@@H](C)CO)C(=O)c2cc(NC(=O)Nc3ccc4c(c3)OCO4)ccc2O1	0.3
C[C@@H]1CCCCO[C@@H](CN(C)C(=O)c2ccncc2)[C@H](C)CN([C@@H](C)CO)C(=O)c2cc(NC(=O)Cc3ccccc3)ccc2O1	0.5
CC(=O)Nc1ccc2c(c1)C(=O)N(C)[C@@H]1CC[C@@H](CC(=O)NCc3ccccc3)O[C@H]1CO2	0.1
N#Cc1ccc(-c2ccc(C3[C@@H]4CN(C(=O)C5CCOCC5)C[C@H]3N4)cc2)cc1 (stereo not given in full)	-9.0&-3.0
CC=Cc1ccc2n(c1=O)C[C@H]1[C@H](CO)[C@@H](C(=O)N[C@H](C)c3ccccc3)[C@@H]2N1Cc1ccccc1 (mixture of isomers)	-0.2
O=S(=O)(N[C@H]1CC[C@H](CCn2cc(-c3ccccn3)nn2)O[C@H]1CO)c1cccc(Cl)c1	0.9
CC(C)c1cn(CC[C@H]2CC[C@@H](NS(=O)(=O)c3ccccc3)[C@H](CO)O2)nn1	-0.4
C[C@H]1CCCCO[C@@H](CN(C)C(=O)Nc2ccc(F)cc2)[C@@H](C)CN([C@@H](C)CO)C(=O)c2cc(NS(=O)(=O)c3cn(C)cn3)ccc2O1	0.2
Cc1ccc(S(=O)(=O)NCC[C@H]2CC[C@H](NC(=O)C3CCOCC3)[C@@H](CO)O2)cc1	-1.0
Cc1ccc(S(=O)(=O)N(C)C[C@H]2Oc3ccc(NC(=O)Nc4ccccc4)cc3CC(=O)N([C@H](C)CO)C[C@@H]2C)cc1	-1.0
C[C@@H]1CN([C@@H](C)CO)C(=O)c2cc(NC(=O)Nc3ccc(C(F)(F)F)cc3)ccc2O[C@@H]1CN(C)S(=O)(=O)c1cn(C)cn1	-1.4
O=C(Nc1ccc(F)cc1)N1CCCCN2[C@@H](CO)[C@H](c3ccc(-c4ccccc4F)cc3)[C@@H]2C1	0.2
SMILES	TcdB inh
CCC(=O)N1CCC2(CC1)CN(C(=O)CN1CCOCC1)[C@@H](CO)c1c2c2ccc(OC)cc2n1C	-2.3
CCNC(=O)C[C@@H]1CC[C@@H]2[C@H](COc3ccc(NC(=O)Cc4ccccc4)cc3C(=O)N2C)O1	-0.8
CCC(=O)Nc1ccc2c(c1)C(=O)N(C)C[C@@H](OC)[C@H](C)CN(Cc1ccccc1)[C@@H](C)CO2	0.0
C[C@@H](NC(=O)C[C@H]1C[C@H]2c3cc(NC(=O)CC4CC4)ccc3O[C@H]2[C@H](CO)O1)c1ccccc1	-0.4
C[C@H]1CN([C@@H](C)CO)S(=O)(=O)c2ccc(C#Cc3cccc(F)c3)cc2O[C@@H]1CN(C)S(=O)(=O)c1cn(C)cn1	2.5
CS(=O)(=O)Nc1ccc2c(c1)[C@H]1C[C@@H](CC(=O)NCC(F)(F)F)O[C@H](CO)[C@H]1O2	-6.5
C[C@H]1CN([C@@H](C)CO)C(=O)c2cc(NC(=O)CCCCCC(=O)Nc3ccccc3N)ccc2O[C@@H]1CN(C)S(=O)(=O)c1ccc(F)cc1	-2.0
CO[C@@H]1CN(C)C(=O)c2cc(NC(C)=O)ccc2OC[C@H](C)N(Cc2cccc(F)c2)C[C@H]1C	-0.4
CC(C)NC(=O)Nc1ccc2c(c1)C(=O)N([C@@H](C)CO)C[C@H](C)[C@H](CN(C)C)OCCCC[C@@H](C)O2	-0.3
C[C@H](CO)N1C[C@H](C)[C@@H](CN(C)Cc2ccncc2)Oc2ncc(C#CCN(C)C)cc2C1=O	-0.7
N#Cc1cccc(-c2ccc(C3[C@H]4CNC[C@@H]3N4S(=O)(=O)c3ccccc3F)cc2)c1 (stereo not given in full)	1.9
C[C@H]1CN([C@@H](C)CO)C(=O)Cc2cc(NC(=O)c3ccncc3)ccc2O[C@@H]1CN(C)S(=O)(=O)c1cn(C)cn1	1.2
CC(C)[C@H](C)NC(=O)N(C)C[C@H]1OCc2ccccc2-c2c(n(C)c3ccccc23)C(=O)N([C@@H](C)CO)C[C@@H]1C	1.9
CC(C)C#Cc1cnc2c(c1)C(=O)N([C@@H](C)CO)C[C@H](C)[C@@H](CN(C)C(=O)Nc1ccc(F)cc1)O2	0.5
C[C@@H]1CN([C@@H](C)CO)C(=O)c2cccc(NC(=O)c3cnccn3)c2O[C@@H]1CN(C)C(=O)Nc1cccc2ccccc12	1.5
CNC[C@@H]1Oc2ccc(N)cc2CC(=O)N([C@H](C)CO)C[C@H]1C	-0.3
COc1ccc(NC(=O)N(C)C[C@@H]2OCCCC[C@@H](C)Oc3ccc(NS(=O)(=O)c4cccs4)cc3C(=O)N([C@H](C)CO)C[C@@H]2C)cc1	-19
COc1ccc(S(=O)(=O)Nc2ccc3c(c2)CC(=O)N([C@@H](C)CO)C[C@H](C)[C@H](CN(C)S(=O)(=O)c2cn(C)cn2)O3)cc1	1.0

Looked up above.
Under TcdB inh, N#Cc1cccc(-c2ccc(C3[C@H]4CNC[C@@H]3N4S(=O)(=O)c3ccccc3F)cc2)c1 (stereo not given in full) shows 1.9
Under TcdB inh, COc1ccc(NC(=O)N(C)C[C@@H]2OCCCC[C@@H](C)Oc3ccc(NS(=O)(=O)c4cccs4)cc3C(=O)N([C@H](C)CO)C[C@@H]2C)cc1 shows -19
Under TcdB inh, CCC(=O)N1CCC2(CC1)CN(C(=O)CN1CCOCC1)[C@@H](CO)c1c2c2ccc(OC)cc2n1C shows -2.3
Under TcdB inh, CO[C@@H]1CN(C)C(=O)c2cc(NC(C)=O)ccc2OC[C@H](C)N(Cc2cccc(F)c2)C[C@H]1C shows -0.4

Fetched one by one from above (four):
SMILES	TcdB inh
C[C@H](CO)N1C[C@H](C)[C@@H](CN(C)Cc2ccncc2)Oc2ncc(C#CCN(C)C)cc2C1=O	-0.7
C[C@@H](NC(=O)C[C@H]1C[C@H]2c3cc(NC(=O)CC4CC4)ccc3O[C@H]2[C@H](CO)O1)c1ccccc1	-0.4
N#Cc1cccc(-c2ccc(C3[C@H]4CNC[C@@H]3N4S(=O)(=O)c3ccccc3F)cc2)c1 (stereo not given in full)	1.9
C[C@H]1CN([C@@H](C)CO)C(=O)Cc2cc(NC(=O)c3ccncc3)ccc2O[C@@H]1CN(C)S(=O)(=O)c1cn(C)cn1	1.2
